PrPC TRFRET: cell surface PrPC inhibition, primary TR-FRET screen; hit rate 0.43% among 370,000; TR-FRET read-out; inhibition, % at 13.8 µM; P04156; in the data active = inhibition above about 24%; also: 0% = median of the test wells and 100% = reference compound wells
TcdB inh: inhibitors of Clostridioides difficile toxin B glycohydrolase; hit rate 0.24% among 350,000; AID 652162; TcdB glycohydrolase enzymatic assay, plate reader; P18177; inhibition, % at 9.99 µM; in the data active = inhibition above about 10%
Anthrax LF inh2: blocks Bacillus anthracis lethal factor protease; P15917; multiplex microsphere protease cleavage assay, LF; inhibition, % at 10 µM; hit rate 0.12% among 360,000; AID 588501; also: plate controls were buffer without enzyme for full effect and enzyme alone for no effect
SSB-PriA inh: inhibitors of Klebsiella pneumoniae PriA binding to SSB C-terminal tail; AlphaScreen SSBct-PriA binding, biotinylated peptide; hit rate 0.6% among 430,000; inhibition, % at 33 µM; in the data active = inhibition mostly above about 37%, no sharp cut-off; inactive = mostly below about 20%;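 also: plate controls were negative control peptide for no effect and reference peptide for full effect; strong numbers were not always called active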
BoNT-A LC inh2: BoNT A light chain protease inhibition. inhibition, % at 10 µM. multiplex microsphere protease substrate cleavage, flow cytometry. hit rate 0.17% among 360,000; also: plate controls were buffer without enzyme for full effect and enzyme alone for no effect
SARS 3CLpro inh: SARS-CoV 3CLpro protease inhibition; hit rate 0.14% among 290,000; recombinant SARS-CoV 3CLpro, quenched FRET peptide cleavage; P0C6X7; AID 1706; inhibition, % at 6 µM; in the data active = inhibition above about 12%
Yp Topo-I inh: blocks Yersinia pestis topoisomerase I activity | Y. pestis Topo-I cleavage product accumulation, plate reader | activity, % at 10 µM | hit rate 0.064% among 360,000; in the data active = activity above about 50%, passing the limit was not always enough; also: inactives centre near 2
PfHsp40 yeast: rescue of PfHsp40-mediated yeast toxicity. S. cerevisiae expressing PfHsp40, growth rescue, ATP luminescence. growth rescue, % at 12.5 µM. hit rate 0.68% among 340,000. AID 504582; in the data active = growth rescue above about 28%, passing the limit was not always enough;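 also: yeast W303a lacking pdr1 and pdr3 grown in galactose medium; growth measured after three days at 30 °C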
BH1578 lux ind: quorum light induction in luxS cqsA deficient V. cholerae; activation, % at 18.7 µM; hit rate 0.16% among 350,000; V. cholerae BH1578 lux reporter, luminescence, 6 h; in the data active = activation mostly above about 9.7%, no sharp cut-off; also: not every result past the cut was called active; inactives centre near 0; reference of the scale not given here
Numbers without * were called inactive; i = inactive; / = no result given; & = joins results of further samples. Rule as the data show it, unless noted: active = inhibition above about 30%; inconclusive = no clear call, values can overlap the other calls; inactive = below that.

The line under a structure holds: PrPC TRFRET, TcdB inh, Anthrax LF inh2, SSB-PriA inh, BoNT-A LC inh2, SARS 3CLpro inh, Yp Topo-I inh, PfHsp40 yeast, BH1578 lux ind
#1 COc1cccc(N2CC(C(=O)N3CCC4(CC3)CC(=O)c3ccccc3O4)CC2=O)c1 (stereo unspecified)
    -2.6, 2.4, -7.3, -8.6, -4.0, /, 217.2*, -0.1, i
#2 C[C@@]12C(=O)Nc3ccc(F)cc3C(=O)N1[C@H]1c3cc(Cl)ccc3OC[C@@H]1[C@@H]2c1ccccc1
    -0.5, 1.3, -4.0, 12.3, -0.1, /, -4.8, 1.1, i
#3 O=C(c1ccc(CN2CCOCC2)cc1)N1CCN(c2cccc(Cl)c2)CC1
    6.4, /, -4.8, 5.9, 0.5, -0.6, 5.0, 0.0, -0.9
#4 COc1ccc(-c2ccc(N(C)C)cc2)cc1[C@H]1[C@H]2C=CC[C@@H](C)[C@@H]2C(=O)N1Cc1ccccc1
    10.0, -10.0, -2.9, 31.4, -0.2, /, 11.0, -0.6, i
#5 CCN(CC)CCN(Cc1cc2cc3c(cc2[nH]c1=O)OCCO3)C(=S)NCCOC
    3.8, 0.3, -2.7, /, 0.0, /, -3.0, /, -5.9
#6 CCNC(=O)C(=O)c1c(-c2ccccc2)[nH]c2ccccc12
    -1.1, 0.9, -3.3, 8.1, -0.9, 1.2, -1.5, -1.6, i
#7 CCc1c(C#N)c(SCc2c(C)noc2C)nc2c1C(=O)CC(C)(C)C2
    6.7, /, 2.3, -8.0&-15.9, 2.0, 4.9, 5.7, -0.1, -0.3
#8 Cc1noc(C)c1C(=O)N1CC(C)OC(C)C1 (stereo unspecified)
    -1.9, /, 0.4, -16.1, 0.0, 0.6, 0.3, -0.1, i
#9 CC(C)NC(=S)N/N=C/c1cccs1
    7.5, /, -4.3, /, 0.4, -0.6, 0.2, 1.2, 0.0
#10 O=C(Cc1cccs1)N1CCN=C1SCc1ccc(Br)cc1
    1.1, 0.6, -2.1, -25.6, 0.0, -1.7, 27.3, 3.7, -0.9
#11 CC(C)(C)OC(=O)NCCCC[C@H](NC(=O)c1nc[nH]c1C(=O)NC1CCN(C(=O)OC(C)(C)C)CC1)C(=O)OC(C)(C)C
    9.0, 1.1, 1.5, 7.2, -0.3, /, 20.4, 9.8, -0.8
#12 CC(C)C[C@@H](CN)NC(=O)c1nc[nH]c1C(=O)N[C@@H](Cc1ccccc1)C(=O)CNC[C@H](C)NC(=O)c1nc[nH]c1C(=O)N[C@@H](CC(=O)O)C(=O)O
    -1.9, 0.6, 1.2, 3.5, 0.0, /, -0.8, -0.8, i
#13 O=C(CSc1ncccn1)NC(=O)NCc1ccccc1
    -1.8, /, 13.3, -3.8, 0.5, -4.9, -3.8, 0.2, -0.3
#14 O=S(=O)(c1ccccc1)N(CC(O)CN1CCOCC1)c1ccccc1 (stereo unspecified)
    2.0, 0.6, -1.5, -2.4, 0.1, -4.8, 7.7, -2.0, -0.1
#15 CCN(CC)C1CCN(Cc2c(C(=O)N3CCCCCCC3)nc3ccc(Cl)cn23)C1 (stereo unspecified)
    -0.4, 0.5, -1.0, 7.7, -0.9, -1.4, -0.9, 0.0, -0.1
#16 COC(=O)c1cc(C(=O)NCCC(C)C)cc([N+](=O)[O-])c1
    -29.1, -0.1, -2.7, -2.0, -0.1, 0.2, 1.2, -0.2, i
#17 COc1cc(/C=C2\C(=N)N3N=CSC3=NC2=O)ccc1OS(=O)(=O)c1ccccc1
    -0.8, 0.6, 0.5, -7.8, -3.6, 2.7, -4.3, -0.4, -0.7
#18 O=C(/C=C/c1cccc([N+](=O)[O-])c1)Nc1cccc(NC(=O)c2cccs2)c1
    -5.7, 0.5, 0.5, 19.1, 0.7, -3.1, 0.6, 1.4, 0.4
#19 CC1(C(=O)NS(=O)(=O)c2ccc(F)cc2F)CCN1C(=O)c1ccc(C2CCCCC2)cc1 (stereo unspecified)
    1.5, -0.5, 0.8, /, 0.1, /, 16.1, /, i
#20 COc1ccc(CN2CC[C@H]3C=CCc4cccc(c43)C2)cc1
    -2.5, 1.1, 0.7, -3.2, 0.1, /, 8.8, -0.7, i

Other results.
The line under a structure holds: PrPC TRFRET, TcdB inh, Anthrax LF inh2, SSB-PriA inh, BoNT-A LC inh2, SARS 3CLpro inh, Yp Topo-I inh, PfHsp40 yeast, BH1578 lux ind
#21 COc1ccc(C(CNC(=O)c2cccc(NS(=O)(=O)c3ccccc3)c2)N2CCCC2)cc1 (stereo unspecified)
    -1.9, 0.7, -4.9, 7.6, -4.0, /, 0.0, 0.1, i
#22 O=C(NC1CC1)c1cccc2c1C(=O)c1ccc(N3CCC(N4CCCCC4)CC3)cc1S2(=O)=O
    -45.2, 1.4, -0.4, /, -0.4, /, 1.2, /, -0.6
#23 CCc1nc2c(OCc3ccccc3C)cccn2c1N(C)C(=O)C(C)C
    19.2, 1.2, 1.7, /, 0.2, /, 19.5, /, i
#24 CCOc1ccc(S(=O)(=O)NCC(=O)OCc2nnc(-c3ccccc3)o2)cc1
    -3.9, 1.1, 0.8, -9.2, 0.3, /, 15.6, 2.5, 0.0
#25 O=C(CSc1nc(=O)n2ccccc2n1)NCCc1ccccc1
    2.6, -0.2, /, -7.5, /, /, 8.6, -0.3, 0.0
#26 COc1ccc(CCNC(=O)c2c(-c3ccccc3Cl)noc2C)cc1
    3.3, -0.4, 1.8, -15.9, -0.5, 1.2, -7.4, 0.7, -3.9
#27 COC(=O)[C@]1(CC(C)C)N[C@H](c2ccc(-c3ccc4c(c3)OCO4)cc2)[C@@H]2C(=O)N(C)C(=O)[C@@H]21
    -3.6, 0.8, -0.4, 3.1, 0.1, /, -1.5, -0.8, i
#28 CCOc1ccccc1-n1c(O)c(C=NCc2ccc3c(c2)OCO3)c(=O)[nH]c1=O
    0.0, /, -2.6, -2.9, 0.4, -4.9, 6.5, 0.5, /
#29 Nc1ccc2c(c1)C(=O)N(c1cccc3ccccc13)C2=O
    -10.2, 1.1, -14.9, -8.7, -1.7, 3.8, -2.0, -1.0, -0.8
#30 Cc1ccc(S(=O)(=O)Nc2ccc3ncccc3c2[N+](=O)[O-])cc1
    -9.6, 5.9, -5.0, -16.0, -0.2, /, 6.2, 0.2, -0.8
#31 CCN(CC)C(=O)c1cnn(-c2ccccc2)c1NC(=O)c1cccc(F)c1
    3.3, /, -2.4, -16.9, 0.3, 4.4, 3.0, -2.0, i
#32 O=c1c2cccnc2[nH]c(=S)n1Cc1ccccc1
    -7.8, /, -0.9, -3.6, 0.6, -4.3, 3.5, 0.9, -0.2
#33 Cc1ccc(C(=O)COC(=O)CNC(=O)c2cccs2)cc1
    4.2, /, 2.2, -8.6, 0.8, 0.8, -4.9, 0.8, 0.5
#34 O=C(NCc1ccncc1)c1cccc(S(=O)(=O)N2CCc3ccccc32)c1
    8.4, -1.1, -6.4, -0.1, 2.4, /, 18.8, -0.7, -2.1
#35 CCCn1c(N)c(C(=O)CSc2nc(C)cs2)c(=O)[nH]c1=O
    -3.4, /, 0.3, -7.7, -0.7, -0.3, -5.0, 26.5*, -0.7
#36 CCN(CC)CCn1c2c(c(SCC(=O)Nc3ccc(C(C)C)cc3)nc1=O)CCCC2
    -4.8, 1.8, -3.9, -9.9, 5.3, /, 24.7, 0.2, -0.3
#37 O=C1c2ccccc2S(=O)(=O)N1CC(O)Cn1c2ccccc2c2ccccc21 (stereo unspecified)
    -3.5, 1.1, -5.3, -0.3, 0.7, 4.0, 3.0, 21.9, i
#38 COc1ccc(CC(NC(C)=O)C(=O)N2CCN(C(=O)Nc3ccc(Cl)cc3)CC2)cc1OC (stereo unspecified)
    -3.9, /, -7.6, -6.1, 1.3, 1.4, 6.0, 0.9, -2.2
#39 COc1ccc(S(=O)(=O)N2CCN(C(=O)COc3ccccc3)CC2)cc1
    -5.8, 0.3, 1.5, -6.9, -1.1, 1.8, 21.4, 0.4, -0.4
#40 CC1(C(=O)NS(=O)(=O)c2cccc(C#N)c2)CCN1C(=O)C1(c2ccccc2)CC1 (stereo unspecified)
    7.9, -4.6, -16.2, /, -4.3, /, -5.9, /, i

Of the compounds above, four have two or more sulfur atoms:
The line under a structure holds: PrPC TRFRET, TcdB inh, Anthrax LF inh2, SSB-PriA inh, BoNT-A LC inh2, SARS 3CLpro inh, Yp Topo-I inh, PfHsp40 yeast, BH1578 lux ind
#9 CC(C)NC(=S)N/N=C/c1cccs1
    7.5, /, -4.3, /, 0.4, -0.6, 0.2, 1.2, 0.0
#10 O=C(Cc1cccs1)N1CCN=C1SCc1ccc(Br)cc1
    1.1, 0.6, -2.1, -25.6, 0.0, -1.7, 27.3, 3.7, -0.9
#17 COc1cc(/C=C2\C(=N)N3N=CSC3=NC2=O)ccc1OS(=O)(=O)c1ccccc1
    -0.8, 0.6, 0.5, -7.8, -3.6, 2.7, -4.3, -0.4, -0.7
#35 CCCn1c(N)c(C(=O)CSc2nc(C)cs2)c(=O)[nH]c1=O
    -3.4, /, 0.3, -7.7, -0.7, -0.3, -5.0, 26.5*, -0.7

Record cards (already shown). Values in the order: PrPC TRFRET, TcdB inh, Anthrax LF inh2, SSB-PriA inh, BoNT-A LC inh2, SARS 3CLpro inh, Yp Topo-I inh, PfHsp40 yeast, BH1578 lux ind
O=C1c2ccccc2S(=O)(=O)N1CC(O)Cn1c2ccccc2c2ccccc21 (stereo unspecified) in the list: -3.5, 1.1, -5.3, -0.3, 0.7, 4.0, 3.0, 21.9, i
Nc1ccc2c(c1)C(=O)N(c1cccc3ccccc13)C2=O in the list: -10.2, 1.1, -14.9, -8.7, -1.7, 3.8, -2.0, -1.0, -0.8
CCCn1c(N)c(C(=O)CSc2nc(C)cs2)c(=O)[nH]c1=O in the list: -3.4, /, 0.3, -7.7, -0.7, -0.3, -5.0, 26.5*, -0.7

Carrying on.
The line under a structure holds: PrPC TRFRET, TcdB inh, Anthrax LF inh2, SSB-PriA inh, BoNT-A LC inh2, SARS 3CLpro inh, Yp Topo-I inh, PfHsp40 yeast, BH1578 lux ind
#41 Cc1cc2c(=O)[nH]cnc2s1
    6.6, /, 3.0, -8.0, -0.2, 2.3, -2.4, -1.0, 0.9
#42 Cc1ccc(S(=O)(=O)N2CCCCC2)cc1NC(=O)CSc1nncn1-c1ccccc1
    7.0, 0.1, -2.9, 5.3, -0.3, -1.8, -7.9, -1.2, -0.1
#43 CCCNC(=O)c1onc(CSc2ccncc2)c1C(=O)NCCC
    -0.1, 2.3, 6.2, -7.4, 0.3, /, 5.8, -0.1, i
#44 O=C(OC1CC2CC1[C@H]1CCCCN1C2=O)N1CCOCC1 (stereo partly specified)
    -0.5, 1.1, -2.1, /, -0.1, /, /, /, /
#45 CCOc1ccc(NC(=O)C2CC(=O)N(CCc3ccccc3)C2)cc1OC (stereo unspecified)
    -4.5, 0.4, 18.7, 2.4, 0.3, /, -4.4, -2.0, i
#46 CCOC(=O)N1CCN(C2CC(=O)N(c3ccc(C)cc3)C2=O)CC1 (stereo unspecified)
    4.0, /, -0.2, -20.6, 2.6, -3.1, -1.5, -0.1, i
#47 Cn1c(=O)[nH]c(=O)c2c1nc(NC1CCCC1)n2Cc1ccccc1
    11.3, 2.6, 24.3, -7.2, -1.4, 0.6, 9.1, 0.7, 0.4
#48 O=C(O)Cn1cnc2ccccc2c1=O
    -6.2, 1.6, 3.2, -14.3, -0.1, 0.6, -2.5, -0.5, 5.9

This is a subset; count on the stated rates, not on these rows.
